From PubChem
BioA inh: M. tuberculosis BioA enzyme inhibitors, primary screen, biochemical, plate reader, single point, HTS | inhibition, % at 9.99 µM | 7,8-diaminopelargonic acid synthase BioA (Mycobacterium tuberculosis) | AID 602481, 2012 | purified M. tuberculosis BioA enzyme | 0.096% of 360,000 active; in the data active means inhibition above about 40%
An asterisk follows results filed as active. Only part of the results is shown; count on the stated rates, not on these rows.

SMILES	BioA inh
O=C(C[C@H]1C=C[C@H](NC(=O)Nc2cccc(F)c2)[C@@H](CO)O1)NCC1CCCCC1	-1.4
CNC[C@@H]1Oc2cc(-c3ccncc3)ccc2S(=O)(=O)N([C@H](C)CO)C[C@H]1C	0.1
CN1C(=O)c2cc(NC(=O)Nc3ccccc3F)ccc2OC[C@H]2O[C@@H](CC(=O)NCCc3ccncc3)CC[C@H]21	3.2
CO[C@@H]1CN(C)C(=O)c2ccc(NC(=O)c3ccc(-c4ccccc4)cc3)cc2OC[C@H](C)NC[C@@H]1C	3.9
COc1ccc(-c2ccc3c(c2)[C@@H]2[C@@H](CCN2C(=O)CN2CCOCC2)[C@H](CO)N3)cc1	0.6
COc1ccc(NC(=O)N(C)C[C@@H]2Oc3ccc(NC(=O)CCN4CCOCC4)cc3C(=O)N([C@H](C)CO)C[C@@H]2C)cc1	-1.3
O=C(NCCc1ccccc1)[C@H]1[C@H](CO)[C@H]2Cn3c(cccc3=O)[C@@H]1N2Cc1ccccn1	0.1
CCCNC(=O)N[C@H]1CC[C@@H](CC(=O)NCCc2ccccc2)O[C@@H]1CO	-3.3
CNC(=O)C[C@H]1CC[C@H]2[C@H](COc3ccc(NC(=O)NC4CCCC4)cc3C(=O)N2C)O1	0.5
CNC[C@H]1Oc2c(NS(C)(=O)=O)cccc2C(=O)N([C@@H](C)CO)C[C@@H]1C	-2.1
C[C@H]1CN([C@@H](C)CO)C(=O)c2cccc(NC(=O)Nc3ccc(F)cc3)c2O[C@@H]1CN(C)CC1CCCCC1	0.2
COc1ccccc1NC(=O)C[C@H]1CC[C@H]2[C@@H](COc3ccc(NC(=O)C(C)C)cc3C(=O)N2C)O1	16
C[C@@H]1CN([C@@H](C)CO)C(=O)c2cccc(NC(=O)C3CC3)c2O[C@@H]1CN(C)Cc1ccc(Cl)c(Cl)c1	2.2
CN1C(=O)c2cc(NC(=O)c3ccc(F)cc3)ccc2OC[C@H]2O[C@H](CC(=O)NCC3CC3)CC[C@@H]21	-1.0
Cc1ccc(-c2cnc3c(c2)C(=O)N([C@@H](C)CO)C[C@@H](C)[C@@H](CN(C)C(=O)Cc2ccncc2)O3)cc1	-2.6
CO[C@H]1CN(C)C(=O)c2cc(NS(C)(=O)=O)ccc2OC[C@@H](C)N(CC2CC2)C[C@@H]1C	0.6
CN1C(=O)c2cc(NC(=O)C3CCCCC3)ccc2OC[C@@H]2O[C@H](CC(=O)NCCc3ccncc3)CC[C@H]21	-1.8
C[C@@H]1CN([C@H](C)CO)C(=O)c2cccc(NC(=O)c3ccc(-c4nccs4)cc3)c2O[C@@H]1CN(C)CC1CC1	-0.1
O=C(C[C@H]1C=C[C@H](NS(=O)(=O)c2cccc(F)c2)[C@@H](CO)O1)N1CCCCC1	-4.1
CC=Cc1ccc2n(c1=O)C[C@H]1[C@H](CO)[C@@H](C(=O)N[C@@H](C)c3ccccc3)N(C)[C@@H]21 (mixture of isomers)	-1.3
O=C(C[C@H]1CC[C@H]2[C@@H](COC[C@H](O)CN2C(=O)C2CCCC2)O1)NCc1ccncc1	-2.8
COc1ccc(S(=O)(=O)N(C)C[C@@H]2OCCCC[C@H](C)Oc3ccc(NC(=O)Cc4ccccc4)cc3C(=O)N([C@H](C)CO)C[C@@H]2C)cc1	-4.2
COc1cccc(-c2cccc(-c3nc(C(=O)NCC(F)(F)F)cc4c3[C@H](CCO)N([S@@](=O)C(C)(C)C)C4)c2)c1	0.3
C[C@@H](NC(=O)C[C@H]1CC[C@H](NC(=O)C2CC2)[C@@H](CO)O1)c1ccccc1	2.1
CN1C(=O)c2cc(NC(=O)C3CCOCC3)ccc2OC[C@H]2O[C@@H](CC(=O)O)CC[C@@H]21	-1.5

An excerpt from the list above, for reference:
SMILES	BioA inh
CNC[C@H]1Oc2c(NS(C)(=O)=O)cccc2C(=O)N([C@@H](C)CO)C[C@@H]1C	-2.1
C[C@H]1CN([C@@H](C)CO)C(=O)c2cccc(NC(=O)Nc3ccc(F)cc3)c2O[C@@H]1CN(C)CC1CCCCC1	0.2
COc1ccccc1NC(=O)C[C@H]1CC[C@H]2[C@@H](COc3ccc(NC(=O)C(C)C)cc3C(=O)N2C)O1	16

Remaining list, next part.
SMILES	BioA inh
CO[C@@H]1CC[C@H]2CCN(C)C(=O)[C@H](C)[C@H](OC)CN(C)C(=O)c3cccc(C#N)c3OC[C@@H]1O2	0.0
CN(C)C(=O)C[C@H]1CC[C@H]2[C@@H](COC[C@H](O)CN2CC2CCCCC2)O1	-1.7
COc1ccccc1S(=O)(=O)N[C@@H]1C=C[C@H](CC(=O)N2CCCCC2)O[C@H]1CO	-0.7
CO[C@H]1CN(C)C(=O)c2cc(NS(C)(=O)=O)ccc2OC[C@@H](C)N(C(=O)c2ccc3c(c2)OCO3)C[C@H]1C	0.7
O=C(C[C@H]1CC[C@@H]2[C@H](COC[C@@H](O)CN2S(=O)(=O)c2ccccc2F)O1)NCc1ccccc1Cl	0.9
COc1ccccc1CN1CC[C@@H]2[C@H](CO)Nc3ccc(C#Cc4ccccc4)cc3[C@@H]21	-2.9
CO[C@@H]1CN(C)C(=O)c2ccc(NC(=O)c3ccc4c(c3)OCO4)cc2OC[C@@H](C)N(Cc2ccc3c(c2)OCO3)C[C@H]1C	-1.8
COc1ccccc1-c1ccc2n(c1=O)C[C@@H]1[C@@H](CO)[C@H](C(=O)NCc3ccccc3F)N[C@H]21	-2.2
CC(=O)N1CCCCN2[C@H](CO)[C@@H](c3ccc(-c4ccc(C)cc4)cc3)[C@@H]2C1	-3.3
Cc1ccccc1S(=O)(=O)N1CC[C@@H]2[C@@H](CO)Nc3ccc(-c4ccc(C#N)cc4)cc3[C@@H]21	-0.5
COCC(=O)N1[C@@H](C#N)[C@@H](c2ccc(C3=CCCC3)cc2)[C@@H]1CO	-1.1
CCCNC(=O)N[C@H]1C=C[C@@H](CC(=O)NC2CCCCC2)O[C@H]1CO	0.1
CCC(=O)Nc1ccc2c(c1)C(=O)N(C)C[C@H](OC)[C@@H](C)CN(C(C)=O)[C@H](C)CO2	-0.3
CC=Cc1ccc2n(c1=O)C[C@H]1[C@H](CO)[C@@H](C(=O)NCC(F)(F)F)[C@@H]2N1C(=O)C1CC1 (mixture of isomers)	0.3
C[C@H]1CCCCO[C@H](CN(C)Cc2ccccc2)[C@@H](C)CN([C@@H](C)CO)C(=O)c2cc(NC(=O)c3ccncc3)ccc2O1	0.8
C[C@H]1CN([C@@H](C)CO)C(=O)c2cc(C#CCc3ccccc3)cnc2O[C@H]1CN(C)Cc1cccnc1	2.6
CCC(=O)N1[C@H](CO)[C@H]2c3ccccc3N(C(=O)c3ccc4c(c3)OCO4)C[C@H]21	-2.0
N#C[C@@H]1[C@@H](c2ccc(C3=CCCCC3)cc2)[C@@H](CO)N1C(=O)c1cccc(F)c1	2.0
COC(=O)c1c2oc(c1C(=O)OC)C(=O)N(C)Cc1cn(nn1)C[C@@H](C)NC(=O)N[C@H](CO)CC2	0.9
COc1ccccc1-c1cn(CC[C@H]2CC[C@H](NC(=O)c3cnccn3)[C@@H](CO)O2)nn1	-1.8
CO[C@H]1CN(C)C(=O)c2cc(NS(=O)(=O)CC(F)(F)F)ccc2OC[C@@H](C)N(C)C[C@H]1C	-2.3
C[C@H](CO)N1C[C@H](C)[C@@H](CN(C)C(=O)NC2CCCCC2)OCCCC[C@H](C)Oc2ccc(NC(=O)Nc3ccccc3)cc2C1=O	0.8
O=C(Nc1ccccc1F)N1C[C@@H]2[C@H](c3ccccc31)[C@H](CO)N2C(=O)C1CCOCC1	2.1
C[C@@H]1CN([C@@H](C)CO)C(=O)Cc2cc(NC(=O)Nc3ccc(F)cc3)ccc2O[C@H]1CN(C)C(=O)Nc1ccc(F)cc1	-0.7
CCCC(=O)Nc1ccc2c(c1)OC[C@H](C)N(Cc1ccccc1F)C[C@H](C)[C@H](OC)CN(C)C2=O	4.5

(listing goes on)
SMILES	BioA inh
O=C(C[C@H]1C[C@H]2c3cc(NC(=O)CC4CC4)ccc3O[C@H]2[C@@H](CO)O1)NCc1ccc(-c2ccccc2)cc1	-2.1
COc1ccc(C#Cc2ccc3c(c2)[C@H]2[C@H](CCN2C(=O)C2CCOCC2)[C@H](CO)N3)cc1	-0.9
CN(C)C(=O)C[C@H]1CC[C@H]2[C@@H](COC[C@@H](O)CN2Cc2nccs2)O1	-1.0
CO[C@@H]1CN(C)C(=O)c2ccc(NC(=O)c3ccccc3F)cc2OC[C@@H](C)N(CC2CCOCC2)C[C@H]1C	-1.3
NCC[C@@H]1CC[C@@H](NC(=O)C2CCCCC2)[C@@H](CO)O1	-1.2
O=C(C[C@H]1CC[C@H](NC(=O)c2ccccc2)[C@H](CO)O1)NCCc1ccncc1	-1.1
O=C(Nc1ccccc1)N1CCCCN2[C@H](C1)[C@@H](c1ccc(-c3ccccc3)cc1)[C@@H]2CO	-0.5
COc1ccc(NC(=O)Nc2ccc3c(c2)C(=O)N([C@@H](C)CO)C[C@H](C)[C@H](CN(C)C(=O)Nc2c(C)noc2C)O3)cc1	-1.5
COc1ccc(S(=O)(=O)N(C)C[C@H]2Oc3cc(C#CC4CC4)ccc3S(=O)(=O)N([C@H](C)CO)C[C@H]2C)cc1	-2.6
CCCC(=O)Nc1ccc2c(c1)OC[C@H](C)N(CC1CCCC1)C[C@@H](C)[C@H](OC)CN(C)C2=O	-0.2
Cc1noc(C)c1S(=O)(=O)N(C)C[C@@H]1OCCCC[C@@H](C)Oc2ccc(NS(=O)(=O)c3cccs3)cc2C(=O)N([C@@H](C)CO)C[C@H]1C	-0.3
COc1ccccc1C(=O)Nc1ccc2c(c1)C(=O)N(C)C[C@@H](OC)[C@@H](C)CN[C@@H](C)CO2	2.3
CC(C)CC#Cc1ccc2c(c1)O[C@@H](CN(C)C(=O)NC(C)C)[C@@H](C)CN([C@H](C)CO)S2(=O)=O	0.2
CC(=O)N(C)C[C@@H]1Oc2ncc(-c3cncnc3)cc2C(=O)N([C@@H](C)CO)C[C@H]1C	-0.6
O=C(C[C@H]1C[C@H]2c3cc(NS(=O)(=O)c4ccccc4)ccc3O[C@H]2[C@@H](CO)O1)NCC(F)(F)F	-5.8
COCC#Cc1ccc([C@@H]2[C@H]3CN(S(=O)(=O)c4ccc(OC)cc4)CCCCN3[C@H]2CO)cc1	-4.5
CC(=O)N1[C@@H](CO)[C@@H](c2ccccc2)[C@@H]1CN(C)C(=O)c1ccccc1F	-8.4
Cc1cccc(S(=O)(=O)N2CC[C@@H]3[C@H]2c2cc(-c4ccccc4F)ccc2N[C@@H]3CO)c1	6.8
COc1cccc(S(=O)(=O)N[C@@H]2CC[C@H](CCn3cc(-c4ccccc4)nn3)O[C@H]2CO)c1	3.1
O=C(C[C@@H]1CC[C@@H]2[C@H](COC[C@H](O)CN2C(=O)c2ccccc2)O1)NCCCN1CCOCC1	-1.7
COc1ccc(CN(C)C[C@H]2Oc3ccc(NC(=O)Nc4ccc(OC)cc4)cc3CC(=O)N([C@H](C)CO)C[C@H]2C)cc1	3.0
CCC(=O)N1C[C@H](C)[C@H](OC)CN(C)C(=O)c2cc(NC(=O)c3ccc(F)cc3)ccc2OC[C@@H]1C	0.2
CCCNC(=O)N(C)C[C@@H]1Oc2cc(-c3cncnc3)ccc2S(=O)(=O)N([C@H](C)CO)C[C@H]1C	-0.2
CNC(=O)C[C@H]1CC[C@@H]2[C@@H](COc3ccc(NC(=O)Nc4ccc(F)c(F)c4)cc3C(=O)N2C)O1	39
C[C@H](CO)N1C[C@H](C)[C@@H](CN(C)C(=O)C2CCOCC2)Oc2ncc(-c3ccncc3)cc2C1=O	-0.1

Arranged by molecular weight (largest number first): part of the list above
SMILES	BioA inh
CO[C@@H]1CN(C)C(=O)c2ccc(NC(=O)c3ccccc3F)cc2OC[C@@H](C)N(CC2CCOCC2)C[C@H]1C	-1.3
C[C@H]1CN([C@@H](C)CO)C(=O)c2cc(C#CCc3ccccc3)cnc2O[C@H]1CN(C)Cc1cccnc1	2.6
CO[C@H]1CN(C)C(=O)c2cc(NS(=O)(=O)CC(F)(F)F)ccc2OC[C@@H](C)N(C)C[C@H]1C	-2.3
CC(=O)N(C)C[C@@H]1Oc2ncc(-c3cncnc3)cc2C(=O)N([C@@H](C)CO)C[C@H]1C	-0.6

In the list so far, these contain a CF3 group.
SMILES	BioA inh
COc1cccc(-c2cccc(-c3nc(C(=O)NCC(F)(F)F)cc4c3[C@H](CCO)N([S@@](=O)C(C)(C)C)C4)c2)c1	0.3
CC=Cc1ccc2n(c1=O)C[C@H]1[C@H](CO)[C@@H](C(=O)NCC(F)(F)F)[C@@H]2N1C(=O)C1CC1 (mixture of isomers)	0.3
CO[C@H]1CN(C)C(=O)c2cc(NS(=O)(=O)CC(F)(F)F)ccc2OC[C@@H](C)N(C)C[C@H]1C	-2.3
O=C(C[C@H]1C[C@H]2c3cc(NS(=O)(=O)c4ccccc4)ccc3O[C@H]2[C@@H](CO)O1)NCC(F)(F)F	-5.8

Other compounds.
SMILES	BioA inh
CC(C)CC#Cc1ccc2c(c1)O[C@H](CN(C)C(=O)CN(C)C)[C@@H](C)CN([C@H](C)CO)S2(=O)=O	1.4
CCC(=O)N1[C@@H]2c3ccc(/C=C/c4ccccc4)c(=O)n3C[C@@H]2[C@@H](CO)[C@@H]1C(=O)Nc1nccs1	5.7
CC(C)CC#Cc1ccc2c(c1)O[C@H](CN(C)Cc1ccccn1)[C@H](C)CN([C@@H](C)CO)S2(=O)=O	2.6
C[C@@H](NC(=O)[C@@H]1[C@@H](CO)[C@@H]2Cn3c(cccc3=O)[C@@H]2N1CCC(F)(F)F)c1ccccc1	1.6
Cc1ccc(S(=O)(=O)N(C)C[C@H]2OCCCC[C@H](C)Oc3ccc(NS(=O)(=O)c4ccc(F)cc4)cc3C(=O)N([C@H](C)CO)C[C@H]2C)cc1	-3.7
C[C@H](CO)N1C[C@H](C)[C@@H](CN(C)C(=O)Nc2ccc(F)cc2)Oc2c(NS(=O)(=O)c3ccc(F)cc3)cccc2C1=O	-1.8
C/C=C/c1ccc2c(c1)O[C@@H](CN(C)C(=O)c1cccc(F)c1)[C@@H](C)CN([C@H](C)CO)S2(=O)=O	7.4
C[C@@H]1CN([C@H](C)CO)C(=O)c2cc(NC(=O)CCCN(C)C)ccc2O[C@H]1CN(C)Cc1ccc(C(F)(F)F)cc1	1.3
Cc1ccc(S(=O)(=O)N(C)C[C@H]2Oc3ccc(NS(=O)(=O)c4c(C)noc4C)cc3C(=O)N([C@@H](C)CO)C[C@@H]2C)cc1	-2.8
